Yeast tox: yeast growth toxicity, wild-type and mutant, primary screen, cytotoxicity control for eIF2B function restoration project, wild-type and eIF2Bepsilon R284H mutant, A595; S. cerevisiae wild-type growth, A595 turbidity, 16 h; growth inhibition, % at 25 µM (by protocol); 30,000 compounds, 0.3% hits; AID 685, 2007;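 active = mutant and wild-type yeast strains alike exhibit over 30% growth inhibition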;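 also: 0% = untreated cell controls and 100% = YPD media blanks without cells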
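Schedule: 16 h growth with compound, 30 °C. System: yeast, wild-type or eIF2Bepsilon-R284H mutant. Doses: one dose, 25 µM compound[…]. Buffer or medium: YPD. Signal: turbidity measured as absorbance at 595 nm. Read-out basis: growth inhibition (%) versus cell controls and blanks.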
Yeast eIF2B: GCN4-lacZ reporter reduction in eIF2B-epsilon mutant yeast, primary screen, S. cerevisiae, eIF2B-epsilon R284H, Beta-Glo luminescence. inhibition, % at 25 µM (by protocol). 27,000 compounds, 0.91% hits. AID 688, 2007;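 active = mutant luminescence inhibited past about 50% while wild type luminescence and mutant growth stay under set limits, limit read from the data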; also: some compounds called inactive have numbers as strong as hits
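Assay system: yeast eIF2B-epsilon R284H mutant carrying GCN4–beta-galactosidase fusion / Buffer or medium: YPD / Incubation: 16 h growth with compound at 30 °C, 90 min Beta-Glo step / Detection: Beta-Glo luminescence after Z-buffer lysis, growth by 595 nm absorbance / Read-out: % inhibition of reporter signal and growth versus controls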
Yeast tox inhibition %: recorded beside Yeast tox, whose call it bears; growth inhibition, %; S. cerevisiae eIF2Bepsilon-R284H mutant growth, A595 turbidity, 16 h;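 each compound tested once at 25 µM; 0% equals untreated cells and 100% equals cell-free medium blanks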
Yeast eIF2B mutant toxicity: second read-out of Yeast eIF2B, no call of its own (marks repeat the call); growth inhibition, %; measured here: mutant yeast growth, toxicity;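 each compound tested once at 25 µM; zero equals untreated control growth and 100 equals blank medium absorbance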
Active calls of the source: *; / = not tested or not shown. The list is partial. The share of hits here may be higher or lower than overall.

Short keys – A = Yeast tox; B = Yeast tox inhibition %; C = Yeast eIF2B; D = Yeast eIF2B mutant toxicity
COC(=O)c1ccccc1NC(=O)CSc1nnc(CNS(=O)(=O)c2ccc(C)cc2)n1C
  A = 6 | B = 2 | C = 13 | D = 2
Cc1cccc(-n2ncc3c(N4CCCc5ccccc54)ncnc32)c1
  A = 13 | B = -2 | C = / | D = /
COC(=O)C1=C(C)N(CC(C)C)C(=O)/C1=C\c1cccs1
  A = -14 | B = 3 | C = 23 | D = 3
c1ccc(C(c2ccccc2)N2CCN(c3ccc4ccccc4n3)CC2)cc1
  A = -2 | B = 0 | C = 11 | D = /
O=C(CCN1C(=O)c2ccccc2C1=O)NCc1ccco1
  A = 24 | B = 12 | C = -35 | D = 12
CC(=Nc1ccc(C)cc1)c1sc2ccccc2c1O
  A = -9 | B = -15 | C = -35 | D = -15
CC1(C)CC(=O)C(Sc2nnc(-c3ccc(NS(C)(=O)=O)cc3)n2Cc2ccco2)C(=O)C1
  A = 8 | B = -32 | C = 18 | D = -32
COC(=O)c1cccc(-n2nnnc2SCC(=O)Nc2cc(C)on2)c1
  A = 5 | B = 7 | C = 13 | D = 7
NC(=O)CSc1nnc2n(-c3ccccc3)c(=O)c3c4c(sc3n12)CCCCC4
  A = -8 | B = -5 | C = 11 | D = -5
O=C1CC(N2CCN(Cc3ccc4c(c3)OCO4)CC2)C(=O)N1CCc1ccccc1 (stereo not drawn)
  A = 13 | B = -23 | C = 22 | D = -23
CC1CCCC(C)N1C(=O)Cn1c(SCC(=O)NCc2ccc3c(c2)OCO3)nc2ccccc21 (stereo not drawn)
  A = 4 | B = -13 | C = 0 | D = -13
CCCN1C(=O)c2ccc(C(=O)NCc3ccco3)cc2C1=O
  A = 2 | B = -10 | C = -4 | D = -10
CCOC(=O)c1nnn(-c2nc(N3CCCC3)nc(N3CCCC3)n2)c1-c1ccccc1
  A = 10 | B = 13 | C = -16 | D = 13
CCCc1cc(=O)n2[nH]c(NCc3ccccc3F)nc2n1
  A = 14 | B = 19 | C = 17 | D = 19
Cc1cc(C)n(-c2cc(Oc3ccccc3)ncn2)n1
  A = -1 | B = -6 | C = 0 | D = -6
CC1Cc2ccccc2N1C(=O)CSc1nnc(-c2ccc(S(=O)(=O)N3CCCCC3)cc2)o1 (stereo not drawn)
  A = 12 | B = 0 | C = 15 | D = /
CCN1C(=O)/C(=C/c2ccc(C)s2)NC1=S
  A = 10 | B = 13 | C = 14 | D = 13
CC(=O)c1cccc(NC(=O)CN(c2ccccc2)S(C)(=O)=O)c1
  A = 10 | B = 0 | C = 18 | D = /
O=C(CSc1nnnn1-c1ccc(O)cc1)Nc1ccc(N2CCOCC2)c(Cl)c1
  A = 18 | B = 22 | C = 31 | D = 22
COc1ccc2c(c1)[nH]c1c(=O)n(CCCN3CCOCC3)cnc12
  A = 16 | B = 24 | C = / | D = /
CCN(CC)S(=O)(=O)c1ccc(C)c(C)c1
  A = 12 | B = 20 | C = 10 | D = 20
CC1(C)Cc2c(C#N)c(SCCOc3ccccc3)nc(N3CCOCC3)c2CO1
  A = 7 | B = 9 | C = -1 | D = 9
COc1ccc(C(=O)c2nc3c(n2O)CCCCC3)cc1
  A = -3 | B = 14 | C = 3 | D = 14
COc1cccc(NC(=O)CN(c2ccc(C)cc2)S(=O)(=O)c2c(C)nn(C)c2C)c1
  A = 1 | B = -5 | C = 53* | D = /
O=C(Cn1c(=O)c2c(ncn2Cc2ccccc2)n(Cc2ccccc2)c1=O)N1CCc2ccccc21
  A = 4 | B = -10 | C = 3 | D = -10
Cc1cc(C)nc(/N=C2/NC(=O)CS2)n1
  A = 1 | B = 37 | C = 7 | D = 37
CC(C)CCn1c(CN2CCN(Cc3ccccc3)CC2)nc2c1c(=O)[nH]c(=O)n2C
  A = 10 | B = 22 | C = 20 | D = 22
COc1cc(OC)c(NC(=O)c2c(-c3ccccc3)noc2C)cc1Cl
  A = -34 | B = -5 | C = 0 | D = -5
CC1=CS(=O)(=O)CC1Sc1ncn[nH]1 (stereo not drawn)
  A = 4 | B = -9 | C = 22 | D = -9
O=c1[nH]c(CSc2nnc(NCCCN3CCOCC3)s2)nc2cc(Cl)ccc12
  A = -4 | B = -24 | C = 43 | D = -24
Cc1onc(-c2ccccc2Cl)c1C(=O)NCc1ccccn1
  A = -9 | B = 14 | C = -3 | D = 14
CC(C)c1ccc(C2NC(C(=O)O)CS2)cc1 (stereo not drawn)
  A = -4 | B = 17 | C = / | D = /
CCCc1cc(-n2cnc3ccccc32)n2c(nc3ccccc32)c1C#N
  A = -6 | B = 0 | C = 24 | D = /
CCOC(=O)/C(C#N)=C1/C=CN(c2ccccc2)C=N1
  A = 5 | B = 0 | C = 20 | D = /
N#CC1=C(N)Oc2c(oc(CO)cc2=O)C12C(=O)Nc1ccc(Cl)cc12 (stereo not drawn)
  A = 22 | B = -7 | C = -16 | D = -7
CCOC(=O)C(NC(=O)Nc1ncccn1)(Oc1ccccc1)C(F)(F)F (stereo not drawn)
  A = 12 | B = 7 | C = -6 | D = 7
CCN(CC(=O)NC(=O)NC1CCCCC1)Cc1nc2ccccc2c(=O)[nH]1
  A = 7 | B = 17 | C = / | D = /
Cc1ccn2cc(C(=O)NC3CCN(Cc4ccccc4)CC3)nc2c1
  A = 0 | B = 7 | C = 3 | D = 7
COc1ccc(C(=O)C(CN2CCCC2)c2ccccc2)cc1 (stereo not drawn)
  A = 4 | B = -20 | C = 21 | D = -20
Cc1ccc(-c2c3c(=O)n(C)c(=O)n(C)c3c3nnc4ccccc4n23)cc1
  A = / | B = / | C = 8 | D = /
O=C(Cc1ccc(F)cc1)c1ccc(O)cc1O
  A = 20 | B = 14 | C = 28 | D = 14
Cn1c(=O)c2c(nc(SCC(=O)N3CCc4ccccc4C3)n2C)n(C)c1=O
  A = / | B = / | C = 1 | D = /
CSCCC(N=Cc1c(O)n(-c2ccc(F)cc2)c(=O)[nH]c1=O)C(=O)O (stereo not drawn)
  A = -3 | B = -9 | C = 13 | D = -9
CCOC(=O)CNc1c(-c2ccccc2)nc2ccc(Cl)cn12
  A = 8 | B = 0 | C = 2 | D = /
Nc1nc(SCc2ccccc2Cl)n[nH]1
  A = -1 | B = 16 | C = 27 | D = 16

Copied from the entries so far (four entries):
Short keys – A = Yeast tox; B = Yeast tox inhibition %; C = Yeast eIF2B; D = Yeast eIF2B mutant toxicity
Cc1onc(-c2ccccc2Cl)c1C(=O)NCc1ccccn1
  A = -9 | B = 14 | C = -3 | D = 14
CC(C)c1ccc(C2NC(C(=O)O)CS2)cc1 (stereo not drawn)
  A = -4 | B = 17 | C = / | D = /
CCCc1cc(-n2cnc3ccccc32)n2c(nc3ccccc32)c1C#N
  A = -6 | B = 0 | C = 24 | D = /
CCOC(=O)/C(C#N)=C1/C=CN(c2ccccc2)C=N1
  A = 5 | B = 0 | C = 20 | D = /

Later entries:
Short keys – A = Yeast tox; B = Yeast tox inhibition %; C = Yeast eIF2B; D = Yeast eIF2B mutant toxicity
O=C(Nc1ccon1)c1cc2c(s1)CCCC2
  A = 9 | B = 9 | C = 28 | D = 9
CCc1nnc(NC(=O)c2ccc(S(=O)(=O)N(CCOC)CCOC)cc2)o1
  A = 5 | B = 9 | C = 25 | D = 9
COc1cccc2c3c(c(C)nc12)CC(C)O3 (stereo not drawn)
  A = -3 | B = -10 | C = 19 | D = -10
Cc1nc(Oc2ccccc2)c2oc3ccccc3c2n1
  A = 6 | B = 3 | C = / | D = /
CCOCCCNC(=O)C(NC(=O)c1cnccn1)c1ccc(C)cc1 (stereo not drawn)
  A = 12 | B = -19 | C = 15 | D = -19
CCOC(=O)/C(=N\Nc1ccc(OC)cc1)c1csc(Nc2ccccc2)n1
  A = 7 | B = 10 | C = 18 | D = 10
Cc1cc(NC(=O)C2CC2)ncc1NC(=O)C12CC3CC(CC(C3)C1)C2
  A = -11 | B = 16 | C = -26 | D = 16
CCCCCCOC(=O)CCc1c(C)nc(N)[nH]c1=O
  A = 24 | B = -5 | C = 26 | D = -5
O=C(NCCCCCNC(=O)c1ccco1)c1ccco1
  A = 19 | B = 10 | C = 19 | D = 10
Cc1nn(-c2ccccc2)c(N2CCCC2)c1/C=N/O
  A = -4 | B = 15 | C = 13 | D = 15
Cc1cc(N2CCN(S(=O)(=O)c3ccc(C)c(C)c3)CC2)c2ccccc2n1
  A = 12 | B = 3 | C = 10 | D = 3
COc1cccc(OC)c1C(=O)Nc1ccccc1N1CCCC1
  A = 17 | B = 0 | C = -10 | D = /
O=c1c2[nH]c3ccccc3c2ncn1Cc1cccnc1
  A = -4 | B = 23 | C = -3 | D = 23
Cc1ccc(NC(=O)COc2ccc3oc4c(c3c2)CCCC4)nc1
  A = -14 | B = -32 | C = 14 | D = -32
Cc1nn(Cc2cccc(C(=O)NCC(C)C)c2)c(C)c1Br
  A = -17 | B = 0 | C = 10 | D = /
CCSC1=C(C#N)C(c2ccc(OC)c(OC)c2)CC(=O)N1 (stereo not drawn)
  A = 4 | B = 7 | C = 25 | D = 7
O=c1ccn(Cc2ccccc2Cl)cc1
  A = 9 | B = 14 | C = -16 | D = 14
CN(CC(=O)NCc1ccccn1)S(=O)(=O)c1ccccc1
  A = 13 | B = -10 | C = 14 | D = -10
CC(C)(C)n1nnnc1C(c1cccc(C#N)c1)N1CCCCCC1 (stereo not drawn)
  A = -3 | B = -45 | C = 19 | D = -45
CCn1c(=O)c2c(nc3n2CCCN3CCc2ccccc2)n(C)c1=O
  A = -8 | B = -4 | C = 14 | D = -4
COc1ccc(C(=O)NCC(=O)Nc2ccccc2)cc1OC
  A = -10 | B = 6 | C = -14 | D = 6
CSCCC(NC(=O)c1ccco1)C(=O)OCC(=O)Nc1ncc(Cl)c(C)c1Cl (stereo not drawn)
  A = 10 | B = -14 | C = -8 | D = -14
c1ccc(Oc2nc(N3CCOCC3)nc(N3CCOCC3)n2)cc1
  A = 18 | B = 10 | C = / | D = /
Cc1ccccc1CN(c1ccc(C(=O)Nc2ccccc2C(=O)N2CCCC2)cc1)S(C)(=O)=O
  A = 32 | B = 14 | C = 18 | D = 14
Cc1cc(S(=O)(=O)NC2CCCCC2)c(C)s1
  A = 5 | B = -6 | C = 15 | D = -6
Cc1ccc(C(c2nnnn2Cc2ccccc2)N2CCN(Cc3ccccc3)CC2)cc1 (stereo not drawn)
  A = -2 | B = 5 | C = 14 | D = 5
O=C(CN(Cc1ccccc1Cl)C(=O)c1ccc(CN2CCOCC2)o1)NCC1CCCO1 (stereo not drawn)
  A = 5 | B = 0 | C = 16 | D = /
COc1ccc(C(C#N)N2N=C(C)CC2(C)C)cc1 (stereo not drawn)
  A = -1 | B = 5 | C = -5 | D = 5
CC(C)(C)NC(=O)C12CCC(C)(c3nc4ccccc4nc31)C2(C)C (stereo not drawn)
  A = 6 | B = 5 | C = / | D = /
Cc1ccc(S(=O)(=O)NCC(=O)N(CC(=O)NC(C)(C)C)Cc2cccs2)cc1
  A = 11 | B = 15 | C = 24 | D = 15

3 compounds picked at random from those above:
Short keys – A = Yeast tox; B = Yeast tox inhibition %; C = Yeast eIF2B; D = Yeast eIF2B mutant toxicity
CCOC(=O)C(NC(=O)Nc1ncccn1)(Oc1ccccc1)C(F)(F)F (stereo not drawn)
  A = 12 | B = 7 | C = -6 | D = 7
CSCCC(N=Cc1c(O)n(-c2ccc(F)cc2)c(=O)[nH]c1=O)C(=O)O (stereo not drawn)
  A = -3 | B = -9 | C = 13 | D = -9
O=C1CC(N2CCN(Cc3ccc4c(c3)OCO4)CC2)C(=O)N1CCc1ccccc1 (stereo not drawn)
  A = 13 | B = -23 | C = 22 | D = -23

Next results:
Short keys – A = Yeast tox; B = Yeast tox inhibition %; C = Yeast eIF2B; D = Yeast eIF2B mutant toxicity
CCn1c(NC(=O)c2cccs2)c(-c2cccs2)c(=O)c2ccccc21
  A = 10 | B = 0 | C = 12 | D = /
O=C(NC1CCCCC1)N1CCN(C(=O)c2ccco2)CC1
  A = -15 | B = 16 | C = / | D = /
CCCOc1ccc(OCCSc2nnc(N)s2)cc1
  A = 9 | B = 5 | C = 11 | D = 5
CCOc1ccc(-c2cc(C(=O)NCCCN3CCN(CC)CC3)c3ccccc3n2)cc1
  A = -5 | B = 5 | C = -17 | D = 5
CC(Oc1ccc(C(=O)NC2CCCCC2)cc1)C(=O)O (stereo not drawn)
  A = 1 | B = 6 | C = / | D = /
CC(=O)Nc1ccc(C(=O)N2CCCC2)cc1
  A = 11 | B = 0 | C = -6 | D = /
COC(=O)c1c(C)oc2ccc(NS(=O)(=O)c3cc(OC)ccc3OC)cc12
  A = -21 | B = -15 | C = / | D = /
COCCNC(=O)c1ccccc1-c1nc(-c2ccccc2OC)no1
  A = -3 | B = 3 | C = -7 | D = 3
